TSHR antagonist: Antagonists of the Thyroid Stimulating Hormone Receptor: HTS campaign | AID 504810, 2011 | TSHR-expressing cells, TSH-stimulated cAMP HTRF, 2 h; active compounds read low | Thyrotropin receptor (Homo sapiens), P16473 | 0.2% of 330,000 active | activity change, negative = inhibition, % at 11.5 µM;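 active = activity change below a set negative limit, meaning inhibition stronger than a set level, cut at about -70% in these data; inconclusive = activity change between two set negative limits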; also: % is scaled to controls: 0 for no effect and ±100 for the full control effect
Target sequence (P16473 whole entry, looked up): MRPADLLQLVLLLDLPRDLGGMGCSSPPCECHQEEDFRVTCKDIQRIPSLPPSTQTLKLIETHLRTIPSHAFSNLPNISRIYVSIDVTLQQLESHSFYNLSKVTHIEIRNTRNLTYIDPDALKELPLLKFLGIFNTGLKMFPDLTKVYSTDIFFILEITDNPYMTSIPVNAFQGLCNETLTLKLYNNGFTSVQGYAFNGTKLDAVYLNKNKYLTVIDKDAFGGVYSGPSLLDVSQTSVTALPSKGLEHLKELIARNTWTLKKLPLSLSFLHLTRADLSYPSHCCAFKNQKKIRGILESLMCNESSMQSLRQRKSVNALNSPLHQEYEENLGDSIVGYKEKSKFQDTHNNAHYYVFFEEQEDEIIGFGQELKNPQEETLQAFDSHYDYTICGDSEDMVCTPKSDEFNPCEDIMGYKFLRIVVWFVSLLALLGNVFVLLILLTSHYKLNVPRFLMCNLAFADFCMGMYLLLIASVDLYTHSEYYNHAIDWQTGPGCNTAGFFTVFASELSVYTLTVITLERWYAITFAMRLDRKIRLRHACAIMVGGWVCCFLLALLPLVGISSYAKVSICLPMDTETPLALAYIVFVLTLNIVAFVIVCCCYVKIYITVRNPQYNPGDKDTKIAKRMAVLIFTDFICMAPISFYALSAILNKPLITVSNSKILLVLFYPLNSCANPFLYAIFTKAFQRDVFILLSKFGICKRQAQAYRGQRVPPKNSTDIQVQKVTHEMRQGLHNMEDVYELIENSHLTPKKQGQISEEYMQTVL
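Antagonism was scored as loss of TSH-driven cAMP in TSHR cells, stimulated with 4nM TSH (EC80) for 2 hours at 37 deg C and detected by homogeneous HTRF competition immunoassay.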
Eya2 inh: qHTS Assay for Inhibitors of the Phosphatase Activity of Eya2. Potency, µM (titrated, usually from 76.9 µM), without a hit: at the top dose activity, negative = inhibition, most hits filed as inhibitors. AID 488837, 2010. Protein phosphatase EYA2 (Homo sapiens), O00167. recombinant Eya2, OMFP fluorescence dephosphorylation (OMFP is methylfluorescein phosphate). 0.006% of 330,000 active; also: potency is read from the fitted curve at half-maximal effect; % is scaled to controls: 0 for no effect and ±100 for the full control effect
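Eya2 (0.2 uM) preincubated 10 min at ambient with compound, then OMFP substrate added at 50 uM; 10 min reaction in 50 mM HEPES pH 7.5, 50 mM NaCl, 5 uM MgCl2, 0.05% BSA, 1 mM DTT. Fluorescence read at Ex 485/Em 525 nm.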
TCR act: Activators of T cell receptors: qHTS campaign. 330,000 tested, under 10 active. AID 504894, 2011. Potency, µM (top dose mostly 9.22 µM), without a hit: at the highest dose activation of IL-2 secretion, hits mostly activators. primary human leukocytes, anti-CD3, IL-2 HTRF, 48 h; also: % of control where 0% means no effect
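IL-2 release read by HTRF sandwich (Eu cryptate donor, d2 acceptor, 665 nm emission) after 48 hr exposure of primary human leukocytes to compound together with anti-CD3 beads in the absence of co-stimulatory signals.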
uPA generation: qHTS for Inhibitors of Cell Surface uPA Generation; cell surface uPA generation assay, qHTS; Potency, µM (series often up to 38.3 µM), without a hit: top-dose activity change, negative = inhibition, actives largely listed as inhibitors; 0.31% of 330,000 active; AID 540303, 2011; active = well fitted inhibition curve with a large enough effect; inconclusive = small, poorly fitted or top-dose-only effect; inactive = no such curve, though single readings can be large or run the other way; tested in mouse RAW 264.7 cells; also: potency is read from the fitted curve at half-maximal effect; % is scaled to controls: 0 for no effect and ±100 for the full control effect; nearly all actives have a fitted effect of over 55% in size
Tb PFK inh: qHTS Assay to Find Inhibitors of T. brucei phosphofructokinase. ATP-dependent 6-phosphofructokinase (Trypanosoma brucei brucei), O15648. T. brucei PFK, ADP-Glo luminescence. Potency, µM (doses to about 57.5 µM), for inactives: at the top dose activity, negative = inhibition, hits mostly inhibitors. 0.17% of 330,000 active;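 also: potency is read from the fitted curve at half-maximal effect; 0% = uninhibited 1x PFK enzyme wells and -100% = no-enzyme wells; nearly all actives have a fitted effect of over 60% in size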
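PFK 1.25 nM, F6P 0.5 mM, ATP 0.1 mM, 0.1 M TEA pH 8.0, 5 mM MgCl2, 0.01% Tween20, 0.1% BSA; 45 min RT. ADP-Glo readout. qHTS titration up to 57 uM; curves fitted, compounds curve-classed.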
Mito fusion act: qHTS Assay for Small Molecule Inhibitors of Mitochondrial Division or Activators of Mitochondrial Fusion. S. cerevisiae fusion-defective mutant growth rescue, CellTiterGlo 48 h. Potency, µM (highest dose often 46.1 µM), without a hit: at the top dose growth rescue (activation), most hits filed as activators. 0.23% of 320,000 active. AID 485298, 2010;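 also: potency is read from the fitted curve at half-maximal effect; % of control where 0% means no effect; nearly all actives have a fitted effect of over 45% in size; temperature-sensitive fusion mutants such as fzo1-1 at 37 °C on non-fermentable ethanol glycerol medium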
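Compounds are tested for their ability to restore growth of mitochondrial fusion-defective yeast strains at non-permissive 37C in YPEG medium over 48 hours. Viability is quantified by luciferase luminescence.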
ELG1 repair inh: qHTS screen for small molecules that inhibit ELG1-dependent DNA repair in human embryonic kidney (HEK293T) cells expressing luciferase-tagged ELG1 | HEK293T ELG1-luciferase reporter, luminescence, 16 h; DNA damage induced by 5-fluorouridine | Potency, µM (highest dose often 46.1 µM), inactives show top-dose activity change, negative = inhibition, usual class: inhibitors | 2.3% of 330,000 active; also: potency is read from the fitted curve at half-maximal effect; % is scaled to controls: 0 for no effect and ±100 for the full control effect; nearly all actives have a fitted effect of over 55% in size
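In this reporter screen, reduction of luminescence relative to DMSO vehicle indicated activity. Compounds and 5-fluorouridine were added together to 2,000 cells per well, incubated for 16 hr at 37 °C, then developed with ONE-Glo.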
B2AR arrestin: qHTS assay of beta-arrestin-biased ligands of beta2-adrenergic receptor; beta-arrestin recruitment to beta2AR, cell-based reporter; AID 492947, 2010; Potency, µM (doses to about 46.1 µM), without a hit: at the highest dose activation, usual class: activators; 0.02% of 330,000 active;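 also: potency is read from the fitted curve at half-maximal effect; 0% = DMSO controls and full agonism = EC100 isoproterenol or metaproterenol; nearly all actives have a fitted effect of over 65% in size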
USP2a inh: qHTS Assay for Inhibitors of Ubiquitin-specific Protease USP2a Using CHOP2 as the Reporter. Ubiquitin carboxyl-terminal hydrolase 2 (Homo sapiens), O75604. USP2 core, Ub-CHOP2 coupled fluorogenic reporter, 485/531. Potency, µM (doses to about 38.3 µM), inactives show at the highest dose activity change, negative = inhibition, actives largely listed as inhibitors. 0.01% of 330,000 active;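 also: potency is read from the fitted curve at half-maximal effect; plate controls were DMSO wells for no effect and full inhibition by NEM control for full effect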
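Cell-free coupled assay: 10nM USP2 core preincubated 30min RT with compound in Tris-HCl pH 8.0/CaCl2/CHAPS buffer, then 25nM Ub-CHOP2 and 25nM reporter substrate; fluorescence (Ex 485/Em 531) read after 60min RT, normalized to NEM inhibition, concentration-response curves fitted.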
BCR signal inh: qHTS Assay to Find Inhibitors of Chronic Active B-Cell Receptor Signaling; Potency, µM (doses to about 46.1 µM), for the others: top-dose ratio change, negative = lower green/red ratio, most hits filed as inhibitors; 0.05% of 340,000 active; ABC-DLBCL IkBa-CBG/CBR reporter, luminescence ratio, 4 h; AID 493014, 2011; active = well fitted inhibition curve with a large enough effect in the signal ratio, with a control signal flat, not every such curve was filed as active; inconclusive = small, poorly fitted or top-dose-only effect, or effect the other way, or a change in a side signal; the % refers to the signal ratio;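 also: potency is read from the fitted curve at half-maximal effect; plate controls were basal doxycycline-induced cells for no effect and cells given 10 µM MG132 for full effect; MG132 reads +100%, hits lower the ratio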
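TMD8 ABC-DLBCL cells carrying doxycycline-inducible green luciferase fused to IkappaBalpha plus unfused red luciferase were exposed to compounds (up to 46 uM) for 4 hrs at 37C. Activity came from the overlap-corrected green/red luminescence ratio.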
TSG101-PTAP inh: qHTS Assay for Iinhibitors of HIV-1 Budding by Blocking the Interaction of PTAP/TSG101 | Tumor susceptibility gene 101 protein (Homo sapiens), Q99816 | Fluorescence polarization, FITC-PTAP peptide / Tsg101 binding | Potency, µM (highest dose often 115 µM), without a hit: at the top dose activity change, negative = inhibition, hits mostly inhibitors | 340,000 tested, under 10 active | AID 493005, 2010; active = well fitted inhibition curve with a large enough effect in the main read-out, with a control signal flat, not every such curve was filed as active; inconclusive = small, poorly fitted or top-dose-only effect, or effect the other way, or a change in a side signal; inactive = no such curve, though single readings can be large or run the other way; also: potency is read from the fitted curve at half-maximal effect; % of control where 0% means no effect
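FP read-out: FITC-PTAP peptide, 50 nM final, binding Tsg101 binding domain, 10 uM final; 20 min, r.t.; 10 mM HEPES pH 7.5, 0.15 M NaCl, 0.01% Tween 20, 3 mM EDTA, 0.1 mM TCEP.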
Starred values were filed as active, the others as inactive; u = inconclusive; x = not tested or not shown; [ ] = another dose, or the depositor's remark. Unless noted, calls follow the shape of the dose curve; as a rule, active = well fitted curve in the direction sought with a large enough effect; inconclusive = small, poorly fitted or top-dose-only effect, or another doubt; inactive = no such curve, though single readings can be large; an effect the other way counts as inactive or inconclusive.

SMILES | TSHR antagonist | Eya2 inh | TCR act | uPA generation | Tb PFK inh | Mito fusion act | ELG1 repair inh | B2AR arrestin | USP2a inh | BCR signal inh | TSG101-PTAP inh
COc1ccc(OCC(=O)N2CCN(C(=O)COc3ccccc3)CC2)cc1 | -5 | -2% | 1% | 0% | -1% | 5% | -8% | 0.1% | 0% | -2% | -1%
Cn1c(=O)n(C)c2cc(/C=C3/SC(=O)N(CC(=O)N4CCOCC4)C3=O)ccc21 | -3 | 3% | 0% | -11% | 2% | -3% | u | -1.2% | 2% | -2% | -1%
Cc1ccc(C(=O)N/C(=C/c2ccco2)C(=O)O)cc1 | 8 | 12% | 16%[46.1 µM] | 3% | -1% | -5% | 1% | -0.3% | -4% | -1% | 1%
CCCC[C@@H](CNC)NC[C@H](NCCCCC1CCCCC1)C(C)C | 18 | -8% | 1% | u | -1% | -11% | -13% | -0.9% | 1% | u | 2%
CCCCCc1cc(=O)oc2c(C(CCN(CC)CC)c3ccc(OC)cc3)c(OC)cc(OC)c12 (stereo unspecified) | 3 | -3% | -8% | u | 2% | -37%[inhibitor] | -14% | -0.6% | 0% | u | -3%
CCCNC(=S)Nc1ccc(Br)cc1 | -8 | -4% | 8% | 4% | -4% | -8% | u | -0.3% | 2% | u | -1%
CCOc1cc(N2CCOCC2)c(OCC)cc1NC(=O)COC(=O)c1ccc([N+](=O)[O-])o1 | -1 | 1% | -8% | -1% | 3% | x | 8% | 0.2% | 5% | -1% | 1%
Cn1c(=O)[nH]c(NC2CCCCC2)c(N=O)c1=O | 17 | 2% | -5%[46.1 µM] | -4% | 0% | -2% | 8% | -1.7% | 1% | -2% | 1%
CCOc1ccc(NC(=O)COc2nsnc2N2CCCCC2)cc1 | -26 | -6% | 2% | x | 0% | 7% | -17% | -1.4% | -10% | -2% | -2%
CN1CCN(c2nc3c(c(=O)[nH]c(=O)n3C)n2CCSc2nc3ccccc3s2)CC1 | -7 | -2% | -6%[46.1 µM] | 3% | 0% | 0% | 0% | -0.9% | -2% | -18% | -2%
C[C@H](C[C@H](O)[C@H]1OC1(C)C)C1=C2C[C@H](O)C3[C@@]4(C)CCC(=O)C(C)(C)C4CC[C@]3(C)[C@@]2(C)CC1 (stereo partly specified) | -9 | -10% | -3% | u | 3% | x | -17% | -0.1% | -7% | -1% | 0%
Cc1ccccc1N1C(=O)CC(N(O)c2ccccc2)C1=O (stereo unspecified) | 6 | -5% | x | 3% | 0% | 3% | u | -0.3% | -1% | -3% | -3%
Cc1ccc(NC(=S)N(Cc2cccc(Br)c2)CC2CCC(C(=O)O)CC2)cc1 (stereo unspecified) | -1 | -1% | 0% | 3% | -8% | -6% | -6% | 0.0% | -1% | 12% | -2%
NC(=O)CSc1nc2ccccc2c(=O)n1CCc1ccccc1 | -18 | -7% | -26% | 4% | -1% | 0% | -1% | 0.1% | 1% | 0% | -6%
Cc1ccc(N(CC(=O)Nc2ccc(C)cn2)S(=O)(=O)c2c(C)nn(C)c2C)cc1 | -5 | -3% | 2% | x | -1% | 2% | -12% | -0.4% | 1% | u | -2%
CC(C)[C@H](NC(=O)Nc1ccc(Oc2ccccc2)cc1)C(=O)O | -8 | 0% | -1% | 7% | 3% | 3% | 13% | 0.1% | 4% | 9% | -1%
Cc1ccc(NC(=S)N(Cc2ccc(Cl)cc2)Cc2ccc(C(=O)O)cc2)cc1Cl | -5 | 4% | -8% | -5% | -3% | -1% | 6% | 0.1% | 1% | 16% | 5%
O=C(OCc1cc(=O)n2ccsc2n1)C1(c2ccc(Cl)cc2)CC1 | 15 | -18% | 2% | -8% | -20% | 9% | 0% | -0.8% | -6% | -1% | 1%
CC1CCc2sc3ncnc(N4CCN(CCO)CC4)c3c2C1 (stereo unspecified) | 8 | 2% | 1% | -3% | -2% | -1% | 2% | 0.0% | 0% | -20% | -1%
c1cncc(-c2nc3ccccc3o2)c1 | -2 | 11% | -27% | -6% | 2% | 4% | u | 0.3% | 1% | 8% | 2%
COc1ccc(C(F)(F)F)cc1N/C=C/c1nnnn1-c1ccc2ccccc2c1 | 0 | 4% | -4% | 12% | 0% | 1% | -5% | -0.4% | 3% | u | -2%
CCC1CCCCN1C(=O)CSc1n[nH]c(N)n1 (stereo unspecified) | -11 | 1% | 1%[46.1 µM] | 3% | 5% | x | 2% | -0.1% | 1% | 3% | 3%
O=C(CCC(=O)OCc1cccc([N+](=O)[O-])c1)Nc1ccc(F)cc1 | -6 | 3% | 0% | -1% | -9% | -5% | 7% | -0.2% | 0% | 4% | 0%
O=C(CN1C(=O)NC2(CCCCC2)C1=O)Nc1ccc(S(=O)(=O)N2CCOCC2)cc1 | 1 | 2% | 3% | 7% | -7% | -2% | 10% | 3.0% | 1% | 0% | 0%
CCOC(=O)c1[nH]c2ccc(OC)cc2c1NC(=O)c1ccc2c(c1)OCO2 | 7 | 5% | 7% | 2% | 0% | 6% | u | -0.3% | -3% | 2% | -6%

Next section (2 carried over from the part before).
SMILES | TSHR antagonist | Eya2 inh | TCR act | uPA generation | Tb PFK inh | Mito fusion act | ELG1 repair inh | B2AR arrestin | USP2a inh | BCR signal inh | TSG101-PTAP inh
O=C(CN1C(=O)NC2(CCCCC2)C1=O)Nc1ccc(S(=O)(=O)N2CCOCC2)cc1 | 1 | 2% | 3% | 7% | -7% | -2% | 10% | 3.0% | 1% | 0% | 0%
CCOC(=O)c1[nH]c2ccc(OC)cc2c1NC(=O)c1ccc2c(c1)OCO2 | 7 | 5% | 7% | 2% | 0% | 6% | u | -0.3% | -3% | 2% | -6%
Clc1cccc(OCCn2cncn2)c1Cl | 5 | -27% | -2% | -4% | -2% | -3% | 8% | -0.3% | 2% | -4% | -2%
COc1ccc(NC(=O)c2sc(SCc3ccccc3)nc2N)cc1 | -2 | 0% | -1% | -7% | 1% | 12% | 3% | -0.3% | -1% | u | -5%
Cc1cc(C(C)(C)C)oc1C(=O)OCC(=O)NC1CCCCC1 | -2 | 2% | -7% | u | -4% | -2% | u | 0.0% | 1% | 7% | -5%
CCOc1ccc(N2CC(C(=O)NCc3ccccn3)CC2=O)cc1 (stereo unspecified) | -10 | 7% | -2% | 9% | 1% | 2% | u | -0.2% | 1% | 4% | -1%
COc1ccccc1Nc1nc(N)nc(CSc2nc(C)cc(C)n2)n1 | 3 | -11% | 5% | 0% | 9% | -2% | -21% | -0.8% | 1% | u | 1%
CC(C)C(=O)Nc1ccc(N2CCN(c3ccc(F)cc3)CC2)cc1 | 7 | 2% | -4% | -3% | -4% | 7% | 1% | -0.8% | -1% | -4% | -1%
O=C(CCc1nnc(C2CCCCC2)o1)N1CCN(Cc2ccccc2)CC1 | -21 | -5% | 4% | 0% | 2% | 0% | -6% | 0.0% | 2% | 2% | 0%

Grouped by structure: the compounds so far containing a nitro group on carbon (2)
SMILES | TSHR antagonist | Eya2 inh | TCR act | uPA generation | Tb PFK inh | Mito fusion act | ELG1 repair inh | B2AR arrestin | USP2a inh | BCR signal inh | TSG101-PTAP inh
CCOc1cc(N2CCOCC2)c(OCC)cc1NC(=O)COC(=O)c1ccc([N+](=O)[O-])o1 | -1 | 1% | -8% | -1% | 3% | x | 8% | 0.2% | 5% | -1% | 1%
O=C(CCC(=O)OCc1cccc([N+](=O)[O-])c1)Nc1ccc(F)cc1 | -6 | 3% | 0% | -1% | -9% | -5% | 7% | -0.2% | 0% | 4% | 0%

Rows were taken by chance; any-hit rate near 3%.
